STAT1 activator: STAT1 signaling activation; NIH 3T3 STAT1-luciferase reporter, IFN-gamma, luminescence; 100% = IFN-gamma alone, no compound; activation (% of control), % at 5.5 µM; 200,000 tested, 2.6% active;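 active = activation above the screen-wide mean activation plus 3 SD, cut at about 130% in these data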;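 note: raw ratio to IFN-gamma control signal so 100% means no change and 0% no light; values of inactives mirror those of a sister screen read the other way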
NF-kB neuron act: compounds increasing NF-kB expression in human neuronal cells; NF-kB reporter expression; active compounds read high; 190,000 tested, 1.6% active; fold change at 12.5 µM; in the data active = fold change above about 3.3
Diaph inh CS: counter-screen for diaphorase-based assays: diaphorase inhibitors and chemical oxidizers; diaphorase resazurin-to-resorufin fluorescence, NADH, 16 min; bacterial (C. kluyveri) enzyme, not human; inhibition, % at 20 µM; 190,000 tested, 0.69% active; AID 1217;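 active = primary screen inhibition at 20 µM above a set limit, cut at about 50% in these data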;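 note: plate controls were DMSO with full reaction for no effect and wells lacking NADH for full effect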
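Test system: diaphorase enzyme from Clostridium kluyveri; amount: diaphorase at 0.14 U/mL in enzyme working solution; detection: fluorescence of resorufin formed from resazurin, Ex 544/Em 590 nm; times: reaction incubation of 16 min at room temperature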
FLuc inhib CS: inhibits firefly luciferase, flagging false hits in luciferase inhibition screens; P08659; ATPLite firefly luciferase biochemical luminescence, 10 min; inhibition, % at 10 µM; 200,000 tested, 1.5% active; AID 1006;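 active = inhibition above about 50% when tested at 10 µM, limit read from the data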
Target sequence (P08659 whole entry, looked up): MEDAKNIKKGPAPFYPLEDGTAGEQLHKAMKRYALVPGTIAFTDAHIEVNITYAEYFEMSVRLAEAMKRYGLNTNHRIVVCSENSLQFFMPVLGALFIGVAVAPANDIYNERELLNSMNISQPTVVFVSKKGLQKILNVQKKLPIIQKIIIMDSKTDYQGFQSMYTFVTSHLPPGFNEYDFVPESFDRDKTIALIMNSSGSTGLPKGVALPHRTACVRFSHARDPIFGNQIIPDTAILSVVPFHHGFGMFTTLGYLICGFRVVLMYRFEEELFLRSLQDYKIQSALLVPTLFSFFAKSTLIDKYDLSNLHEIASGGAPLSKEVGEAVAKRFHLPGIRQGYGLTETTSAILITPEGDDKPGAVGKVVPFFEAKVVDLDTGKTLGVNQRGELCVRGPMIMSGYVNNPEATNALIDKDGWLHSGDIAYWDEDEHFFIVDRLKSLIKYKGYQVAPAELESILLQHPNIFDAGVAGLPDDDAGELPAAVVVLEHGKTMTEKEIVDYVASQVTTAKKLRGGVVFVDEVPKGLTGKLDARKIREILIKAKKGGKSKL
APP 5'UTR act: activates APP 5'UTR luciferase reporter; AID 1276; 190,000 tested, 1% active; activation, % at 2 µM; SH-SY5Y APP 5'UTR luciferase reporter, luminescence; zero percent = DMSO vehicle wells;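 active = activation above a set limit, based on mean plus 3 SD of controls, cut at about 140% in these data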; note: values of inactives mirror those of a sister screen read the other way
FLuc act counter: affects firefly luciferase, flagging false hits in luciferase stimulation screens. 200,000 tested, under 10 active. activation factor at 10 µM. ATPlite luciferase biochemical, luminescence, 10 min; 0 = ATP-free wells, 1 = DMSO control. AID 1027;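 active = luciferase activation factor, scaled between plate controls, of at least 2 with compound at 10 µM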
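System: luciferase plus luciferin reagent, cell-free; medium: PBS as buffer for the ATP substrate; dosing: test compounds dosed from 2 mM stocks in 100% DMSO; timing: 10 min post-reagent at room temperature; measured by: luminescence measurement of luciferase light output; evaluation: luciferase activation, seen as luminescence increase over controls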
APP 5UTR inh: APP translation inhibition. 190,000 tested, 0.82% active. AID 1285. inhibition, % at 2 µM. SH-SY5Y APP 5'UTR-luciferase reporter, luminescence;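 active = inhibition above a set limit, derived from the sample mean plus 3 SD, cut at about 45% in these data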; note: values of inactives mirror those of a sister screen read the other way
Diaph act CS: diaphorase activation or chemical reduction counter-screen; AID 1229; Diaphorase/resazurin coupled assay, resorufin fluorescence, 16 min; active compounds read high; 1 = vehicle wells, 0 = NADH-free wells; 190,000 tested, 0.005% active; activation factor at 20 µM;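 active = diaphorase activity raised at least twofold by the compound at 20 µM; inactive = activation factor below 2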
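Measured by – red resorufin fluorescence at 544/590 nm excitation/emission · Test system – Clostridium kluyveri diaphorase, purified enzyme · Incubation – reaction time 16 min, room temperature · Buffer or medium – 50 mM HEPES pH 7.4 with 4.542 mM MgCl2, 0.005% Tween 20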
TLR4-MyD88 BLA: inhibitors of human TLR4-MyD88 binding; O00206+Q99836; HeLa CL3-4 TLR4/MyD88 BLA complementation, FRET ratio; inhibition, % at 8.4 µM; 200,000 tested, 0.18% active; in the data active = inhibition above about 25%;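 note: 0% = vehicle and 100% = reference inhibitor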
G6PDH CS: L. mesenteroides G6PDH inhibition counter-screen; Purified L. mesenteroides G6PDH, diaphorase/resazurin coupled fluorescence, 45 min; inhibition, % at 5 µM; 200,000 tested, 0.12% active; AID 1020; in the data active = inhibition above about 50%
* hit, by the source's call; . = not tested or not shown.

Values run as follows: NF-kB neuron act, TLR4-MyD88 BLA, FLuc inhib CS, APP 5'UTR act, STAT1 activator, Diaph act CS, FLuc act counter, Diaph inh CS, G6PDH CS, APP 5UTR inh
CCCN1C(=O)/C(=C/c2ccco2)SC1=Nc1ccc(OC)cc1
 : 1.2, -19, 1, 0, 103, 0.8, 1, 16, 14, 0
CC(=O)N(C(C)=O)n1c(C)nc2sc3c(c2c1=O)CCCC3
 : 0.86, -1, -4, -6, 101, 1, 1, 3, 8, 6
O=C1c2cccc(OCc3ccc(F)cc3)c2CCN1Cc1ccccc1
 : 1.1, 3, 6, -11, 108, 1, 0.9, 3, -44, 11
CC(C)Cc1nc2n[nH]c(N)c2c2c1CCC2
 : 0.95, -1, -7, 9, 96, 0.9, 1.1, 9, 3, -9
O=c1cc(-c2ccc(Cl)cc2)[nH][nH]1
 : 1.1, -3, -3, 11, 105, 0.9, 1, 15, -5, -11
CCOc1ccc(Oc2nc(C)cc(OC)n2)nn1
 : 1.1, -2, -5, 5, 94, 0.9, 1.1, 10, 7, -5
CN1CCN(c2ccc(C(=O)NC3CCCCC3)cc2[N+](=O)[O-])CC1
 : 1.3, -1, -6, -6, 109, 0.9, 1.1, 12, -4, 6
COc1cccc2cc3c(=O)n(-c4ccccc4)nc-3oc12
 : 1.3, 8, 10, -5, 98, 1, 0.9, -5, 8, 5
CC1CCCCC1NCC(=O)NCc1ccc(F)cc1 (centres undefined)
 : 1.1, 17, -10, -1, 98, 0.9, 1.1, 13, 9, 1
CCN(c1ccccc1)S(=O)(=O)c1ccc(Cl)c(NC(=O)CSc2nncn2C)c1
 : 1, 1, -4, -8, 94, 0.9, 1, 10, 13, 8
COc1ccc(C(=O)N/N=C/c2ccccn2)cc1OC
 : 0.78, -3, 0, 24, 106, 1, 1, -2, 8, -24
O=C(COC(=O)c1cc2ccccc2cc1O)Nc1cccnc1Cl
 : 0.98, 0, -2, 13, 92, 0.9, 1, 5, 0, -13
O=C(CCN1C(=O)/C(=C\c2cccs2)SC1=S)Nc1nccs1
 : 1.2, -15, -1, 3, 99, 0.9, 1, 7, -14, -3
COc1ccc(C(=O)OCC(=O)Nc2ccc([N+](=O)[O-])cc2OC)c(O)c1
 : 1.2, -10, -9, 9, 96, 1, 1.1, -2, 1, -9
Fc1ccc2nc3[nH]c4ccccc4c3nc2c1
 : 4.4*, 16, 35, 157*, 214*, 0.9, 0.6, 10, -2, -157

(more compounds)
Values run as follows: NF-kB neuron act, TLR4-MyD88 BLA, FLuc inhib CS, APP 5'UTR act, STAT1 activator, Diaph act CS, FLuc act counter, Diaph inh CS, G6PDH CS, APP 5UTR inh
CC(O)C(NS(=O)(=O)c1ccc(Cl)cc1)C(=O)OCc1cc([N+](=O)[O-])cc2c1OCOC2 (centres undefined)
 : 1, 0, -6, 23, 87, 0.9, 1.1, 11, 5, -23
COc1ccc(NC(=O)CN2CCCN(S(=O)(=O)c3ccc(F)cc3)CC2)c(OC)c1
 : 1.1, 6, -10, 12, 106, 1, 1.1, -5, 2, -12
CCN1CCN(CCCNC(=O)C(NC(=O)C2CCC(C)CC2)C(C)C)CC1 (centres undefined)
 : 1, -7, -4, -7, 100, 0.9, 1, 12, 0, 8
Nc1cc(=O)[nH]c(=S)n1-c1ccccc1
 : 0.93, 6, -8, 1, 100, 1, 1.1, 3, 8, -1
NC(CC(=O)NC(c1ccccc1)(c1ccccc1)c1ccccc1)C(=O)O (centres undefined)
 : 1.3, -7, 2, 19, 100, 1, 1, -2, 3, -18
CC(C)CCn1nnnc1C(C(C)C)N1CCC(C(N)=O)CC1 (centres undefined)
 : 1.3, 0, -10, -1, 102, 0.9, 1.1, 8, -1, 0
CCN1C(=O)/C(=C\N(C)C)S/C1=N\S(=O)(=O)c1ccc(C)cc1
 : 0.85, 4, -8, -2, 102, 0.9, 1.1, 12, 9, 2
CCSc1nncn1/N=C/c1ccc(OC)c(OC)c1
 : 1.5, -14, -4, 19, 102, 1, 1, 5, -4, -19
COc1cc(C(=O)NCCC(C)C)c([N+](=O)[O-])cc1OC
 : 1.1, 6, -5, 10, 98, 1, 1.1, 2, -3, -10
Cc1oc(CSCC2CCCO2)cc1C(=O)O (centres undefined)
 : 1.1, -2, -12, 13, 148*, 0.9, 1.1, 8, 22, -13
NS(=O)(=O)c1ccc(NC(=S)NC(=O)c2cccc(Br)c2)cc1
 : 0.85, 3, -5, 7, 95, 0.8, 1, 21, -3, -7
Cc1ccc(C(=O)NCCNC(=O)CN2CCOCC2)cc1
 : 1.1, -6, -5, -3, 100, 0.9, 1.1, 12, 0, 3
Cc1sc(NC(=O)CSc2nnc(CCNC(=O)c3cccs3)n2C)nc1-c1ccccc1
 : 0.95, -5, -2, 17, 102, 1, 1, 4, 7, -17
Cc1cccc(-n2c(SCCC(=O)O)nnc2-c2cccs2)c1C
 : 1.1, -15, -21, -1, 100, 1, 1.2, 4, 4, 2
CCOC(=O)Cc1csc(NC(=O)CSc2nnc(C(C)C)n2CC)n1
 : 1.1, 2, -7, -8, 99, 0.8, 1.1, 16, 4, 8

New compounds follow
Values run as follows: NF-kB neuron act, TLR4-MyD88 BLA, FLuc inhib CS, APP 5'UTR act, STAT1 activator, Diaph act CS, FLuc act counter, Diaph inh CS, G6PDH CS, APP 5UTR inh
C=CCN1C(=O)C(CC(=O)Nc2ccc(C)cc2)SC1=Nc1c(C)n(C)n(-c2ccccc2)c1=O (centres undefined)
 : 0.91, 0, -7, ., 97, 0.9, 1.1, 7, 4, .
Cc1onc(-c2ccccc2Cl)c1C(=O)Oc1cc(N)n(S(=O)(=O)c2ccc(F)cc2)n1
 : 0.71, -14, -3, 3, 84, 0.6, 1, 37, 10, -3
CCOC(=O)N/N=C\c1ccc(C)s1
 : 1.2, 2, 4, 9, 104, 1, 1, 0, 8, -9
O=C(Nc1ccc(-c2noc(CCc3ccccc3)n2)cc1)c1cccnc1
 : 0.46, -1, 1, 16, 101, 0.7, 1, 25, -34, -16
FC(F)(F)c1cccc(CNC(=S)Nc2ccccc2)c1
 : 1.3, 7, -10, 15, 101, 0.8, 1.1, 23, 12, -15
COc1ccc(-c2[nH]ncc2CNCc2cc(C)n(C)n2)c(F)c1
 : 0.94, 0, -6, 14, 90, 0.8, 1.1, 17, 8, -14
CN(C)S(=O)(=O)c1ccc(NC(=O)CSc2ncnc3ccccc23)cc1
 : 0.87, 12, 1, 19, 92, 0.9, 1, 9, -13, -19
CC(C)(C)NC(=O)CN(C(=O)CNC(=O)c1cccs1)c1ccc2c(c1)OCCO2
 : 1, 8, -4, 13, 91, 0.9, 1, 13, -13, -13
CC1=NN(C(=O)Cn2nc([N+](=O)[O-])cc2C)C(O)(C(F)(F)F)C1 (centres undefined)
 : 1.1, -3, -4, -18, 98, 0.8, 1, 17, 11, 18
CC(=O)c1c(C)[nH]c(C(=O)NCCCN2CCCC2)c1C
 : 1.1, 2, 0, -6, 102, 0.9, 1, 12, 2, 6
S=C1NC2(CCCCC2)Cc2ccccc21
 : 1.9, 5, -2, 16, 95, 0.8, 1, 21, 5, -16
COC(=O)[C@H](CC(C)C)NC(=O)NC1CCCCC1C (some centres undefined)
 : 1, -3, -8, 13, 98, 0.9, 1.1, 8, 12, -13
COc1ccc(CNC(=S)Nc2ccc(F)c(Cl)c2)cc1OC
 : 0.66, -4, -8, 6, 98, 0.9, 1.1, 10, -3, -6
Clc1ccc(OCCn2cnc3ccccc32)cc1
 : 1, -3, -8, 11, 109, 0.9, 1.1, 14, 18, -11
O=C(CN1CCC(n2nnc3cc(F)ccc32)CC1)Nc1ccccc1N1CCOCC1
 : 0.45, 8, 1, 9, 95, 0.9, 1, 5, 2, -9

4 compounds picked at random from the list so far:
Values run as follows: NF-kB neuron act, TLR4-MyD88 BLA, FLuc inhib CS, APP 5'UTR act, STAT1 activator, Diaph act CS, FLuc act counter, Diaph inh CS, G6PDH CS, APP 5UTR inh
Cc1onc(-c2ccccc2Cl)c1C(=O)Oc1cc(N)n(S(=O)(=O)c2ccc(F)cc2)n1
 : 0.71, -14, -3, 3, 84, 0.6, 1, 37, 10, -3
CC(C)(C)NC(=O)CN(C(=O)CNC(=O)c1cccs1)c1ccc2c(c1)OCCO2
 : 1, 8, -4, 13, 91, 0.9, 1, 13, -13, -13
Clc1ccc(OCCn2cnc3ccccc32)cc1
 : 1, -3, -8, 11, 109, 0.9, 1.1, 14, 18, -11
CN(C)S(=O)(=O)c1ccc(NC(=O)CSc2ncnc3ccccc23)cc1
 : 0.87, 12, 1, 19, 92, 0.9, 1, 9, -13, -19

Continued:
Values run as follows: NF-kB neuron act, TLR4-MyD88 BLA, FLuc inhib CS, APP 5'UTR act, STAT1 activator, Diaph act CS, FLuc act counter, Diaph inh CS, G6PDH CS, APP 5UTR inh
Cc1cc(C)c2cc3c(N)c(C(=O)N4CCOCC4)sc3nc2c1
 : 0.93, -2, 10, 86, 144*, 0.9, 0.9, 13, 4, -86
N/C(=N\OC(=O)c1cccc(Br)c1)c1ccncc1
 : ., 8, 39, 39, 127, 0.9, 0.6, 8, 6, -39
O=C(COc1ccccc1)NC(=S)Nc1ccc2c3c(cccc13)CC2
 : 1.5, -2, -4, 12, 96, 0.9, 1, 13, 7, -12
CNC(=O)c1ccc(CNC(=O)OCc2ccccc2)cc1
 : 1.4, 4, -10, 17, 103, 0.9, 1.1, 10, 2, -17
O=C1CCCN1CCCNC(=S)Nc1ccc(Nc2ccccc2)cc1
 : 1.1, -8, 1, 1, 81, 0.9, 1, 11, 2, -1
CCOc1ccc(NC(=S)Nc2ccc3nsnc3c2)cc1
 : 0.85, 20, 3, 15, 106, 0.5, 1, 54*, 54*, -15
Cc1c(NC(=S)N/N=C/C=C/c2ccc([N+](=O)[O-])cc2)c(=O)n(-c2ccccc2)n1C
 : 1.1, -4, -4, -24, 110, 0.8, 1, 21, 3, 24
O=C(Oc1cccnc1)c1ccc([N+](=O)[O-])cc1
 : 0.98, -9, 0, 24, 94, 0.9, 1, 10, 22, -24
COc1ccc(-c2cc(-c3c(O)c(OC)c4occc4c3OC)[nH]n2)cc1OC
 : 0.64, -6, -8, 18, 87, 0.8, 1.1, 23, 16, -18
CS(=O)(=O)c1ccc(Cl)c(NC(=O)c2ccc3ccccc3c2)c1
 : 1.1, 8, 2, -2, 104, 0.9, 1, 6, -20, 2
O=C(Oc1ccc2ccccc2c1)c1ccco1
 : 1.2, 7, 10, -19, 106, 0.8, 0.9, 20, 12, 19
